Screens: PubChem BioAssay, Fisher Drug Discovery Resource Center
mcGAS RapidFire: blocks mouse cGAS cGAMP production | AID 1259397 | Q8C6L5 | 130,000 tested, 0.18% active | inhibition, % at 12.5 µM | recombinant mouse cGAS, cGAMP by RapidFire MS;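 active = inhibition of cGAS enzyme activity at or above 60%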;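 note: enzyme stimulated by 45 bp dsDNA with ATP and GTP substrates; cGAMP share of summed cGAMP plus half ATP and half GTP signals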
Target sequence (Q8C6L5 whole entry, looked up): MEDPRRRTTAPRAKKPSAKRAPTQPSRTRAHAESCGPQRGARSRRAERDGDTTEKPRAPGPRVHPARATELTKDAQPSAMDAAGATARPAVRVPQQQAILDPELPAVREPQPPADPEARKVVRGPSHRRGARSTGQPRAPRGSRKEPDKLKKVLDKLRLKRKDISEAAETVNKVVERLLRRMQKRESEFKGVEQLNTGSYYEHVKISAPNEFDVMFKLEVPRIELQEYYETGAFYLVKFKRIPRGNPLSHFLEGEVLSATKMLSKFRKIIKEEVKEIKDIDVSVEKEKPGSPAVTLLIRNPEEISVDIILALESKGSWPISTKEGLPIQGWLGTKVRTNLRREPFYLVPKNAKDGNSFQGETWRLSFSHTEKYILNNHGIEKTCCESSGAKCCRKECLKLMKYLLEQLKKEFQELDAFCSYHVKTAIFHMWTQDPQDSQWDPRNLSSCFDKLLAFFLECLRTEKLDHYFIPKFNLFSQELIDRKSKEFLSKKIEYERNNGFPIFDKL
An asterisk follows results filed as active; & = joins results of further samples.

Start of the listing, in advance, 2 compounds:
SMILES	mcGAS RapidFire
O=C(C1CCCC1)N1CCCC(N2CCN(c3ccccc3F)CC2)C1 (centres undefined)	-11
Cc1cnc(C)c(Oc2ccccc2CN2CCN(C)CC2)n1	-23

The whole of this part, repeating the preview:
SMILES	mcGAS RapidFire
O=C(C1CCCC1)N1CCCC(N2CCN(c3ccccc3F)CC2)C1 (centres undefined)	-11
Cc1cnc(C)c(Oc2ccccc2CN2CCN(C)CC2)n1	-23
CCOC(=O)C1CCCN(CC2=CCC3CC2C3(C)C)C1 (centres undefined)	-7
COc1ccc(-c2ccccc2NC(=O)C2CCCN(Cc3ccc(C)s3)C2)cc1 (centres undefined)	-2&2
CC1(C)C[C@@H]2C[C@@](C)(CN2c2nncc(-c3ccccc3)n2)C1	-11
Cc1ccc(NS(=O)(=O)c2cc(Cl)cc(Cl)c2)cc1S(N)(=O)=O	3
COc1ccc(C(O)c2nc(-c3cnc4ccccc4c3)cs2)cc1 (centres undefined)	7
Cc1ccc(F)c(CNC(=O)C2CCC(=O)N(Cc3ccccn3)C2)c1F (centres undefined)	4
CC(Sc1ccccn1)C(=O)Nc1ncnc2nc[nH]c12 (centres undefined)	9
COC(=O)CCC(=O)N1CCOC(CCc2ccccc2)C1 (centres undefined)	-6
COC(=O)[C@]1(C)N[C@H](c2cccc(-c3ccco3)c2)[C@@H]2C(=O)N(C)C(=O)[C@@H]21	-15
COc1ccc2c(C)nc(N=C(N)N)nc2c1	-5
CCN(CC)c1ccc(/C=N\NC(=O)CSc2nc3ccccc3n2Cc2ccccc2)c(O)c1	-7
C#CCNC(=O)CN(C)C1CC(OCC)C12CCCC2 (centres undefined)	5
Cc1cnn(CCC(=O)Nc2ccc(O)cc2C)c1	-26
Nc1ccnc(NCc2ccc3[nH]c4c(c3c2)CCCCCC4)n1	-13
Cc1nc(N2CCCC2)nc(N2CCOCC(CN(C)C)C2)c1C (centres undefined)	-8
O=C1O[C@@H]2CN(C34CC5CC(CC(C5)C3)C4)C[C@@H]2N1CCN1CCCCC1	-1
CCC(O)c1ccc(OCCCC(C)(C)C#N)cc1 (centres undefined)	-1
Cc1nc2ccnn2c(C)c1CCC(=O)N1CCN(CCO)CC1	-6
O=C(CCn1cnc2ccccc2c1=O)N1CC(c2cccnc2)C1	-50
COc1ccc(CSC(=S)NC2CCS(=O)(=O)C2)cc1 (centres undefined)	-9
CCn1c(SC(C)C(=O)c2c(C)[nH]c3ccccc23)n[nH]c1=O (centres undefined)	3
CN1CC(=O)N2CCN(C(=O)CN3CCc4ccccc4C3)CC2C1=O (centres undefined)	-13
COc1ccc(C(=O)N2N=C(C(F)F)CC2(O)C(F)F)cc1COc1ccc(Cl)c(C)c1 (centres undefined)	-2
OCCNc1nc(N2CCOCC2)nc(N2CCOCC2)n1	-21
Cc1cc(C(=O)N2CCCn3cncc3C2)c(NC(=O)C(C)(C)C)s1	-13
Cc1cc(C)c(S(=O)(=O)Nc2ccccc2C(=O)OC2CC(C)OC2=O)c(C)c1 (centres undefined)	-7
Cc1nc2nc(N3C(=O)c4ccccc4C3=O)nn2c(C)c1Cl	-2
COc1ccc(C(=O)N(C)CC2CCN(CCc3ccc(Cl)cc3)CC2)c(OC)n1	-6

Six of the compounds above, with bars between the fields:
canonical_smiles | mcGAS RapidFire
CCOC(=O)C1CCCN(CC2=CCC3CC2C3(C)C)C1 (centres undefined) | -7
COc1ccc(-c2ccccc2NC(=O)C2CCCN(Cc3ccc(C)s3)C2)cc1 (centres undefined) | -2&2
CC1(C)C[C@@H]2C[C@@](C)(CN2c2nncc(-c3ccccc3)n2)C1 | -11
Cc1ccc(NS(=O)(=O)c2cc(Cl)cc(Cl)c2)cc1S(N)(=O)=O | 3
COc1ccc(C(O)c2nc(-c3cnc4ccccc4c3)cs2)cc1 (centres undefined) | 7
Cc1ccc(F)c(CNC(=O)C2CCC(=O)N(Cc3ccccn3)C2)c1F (centres undefined) | 4

Next entries:
SMILES	mcGAS RapidFire
COc1ccc(C2CC(=O)c3cn4nc(SC)nc4nc3C2)cc1 (centres undefined)	-8
Cc1nc2ccccn2c1P(=O)(N1CCCCC1)N1CCCCC1	-12&-3
CCOC(=O)C1=C(COC(=O)Cc2ccsc2)NC(=O)NC1C (centres undefined)	-4
Cc1noc(C)c1CCCNC(=O)c1ccc(N2CCC[C@H]2CO)nc1	7
Cc1ccc(C)c(NC(=O)CN2c3ncccc3NC(=O)C2C)c1 (centres undefined)	-3
COc1cccc(CN(C)Cc2noc(C3CCC3)n2)c1O	-8
CCn1c(SCC(=O)c2ccc(OC)cc2)nnc1-c1ccco1	-4
Nc1nc(SCC(=O)NCc2ccco2)n[nH]1	-19
C=CCNc1nc(OC(C(F)(F)F)C(F)(F)F)nc(N2CCOCC2)n1	-4
Cc1ccccc1C(C)(C)CNC(=O)C(=O)Nc1ccnc(C(=O)N(C)C)c1	-6
COc1cccc(C2=Nc3nnnn3C(c3cc(OC)ccc3OC)C2)c1 (centres undefined)	-8
COc1ccc(-n2nc(C(=O)O)c(=O)n(Cc3cccc(OC)c3)c2=O)cc1	0
CC(=O)c1ccc(N2CCN(Cn3ncn(-c4cccc(Cl)c4)c3=S)CC2)c(F)c1	-17
O=C(CC1SC(=O)NC1=O)Oc1ccc(/C=C2\SC(=O)NC2=S)cc1 (centres undefined)	32
NS(=O)(=O)c1ccc(NC(=O)CCC(=O)c2ccc(F)cc2)cc1	6
CC(NC(=O)C1CCN(S(=O)(=O)c2cc(C(N)=O)n(C)c2)CC1)c1ccc(Cl)cc1 (centres undefined)	-9
OC12CC3C4CC5C3C1C(Br)(Br)C5C42 (centres undefined)	-6
O=C(NCCN1CCCCC1CO)c1cccc(OC2CCN(C(=O)C3CC3)CC2)c1 (centres undefined)	-3
CC(=O)c1c(O)cc(C(C)C)n(-c2ccccc2)c1=O	-5
CC1CC(N2CCc3c(ncn3C3CC3)C2)C(=O)O1 (centres undefined)	-1
CC(C)(C)n1ncc2c(=O)n(NC(=O)CC3CCCC3)cnc21	-6
Cc1nn(S(=O)(=O)c2ccc(OC(C)C)cc2)c(C)c1S(=O)(=O)N1CCC(C)CC1	-5
COC(=O)[C@H]1C[C@@H](O)CCN1CCOCc1ccccc1	-19
c1cc2c(cc1SCc1nnc(-c3cc4c(s3)CCCC4)o1)OCCO2	2
CNc1nc(CNC(=O)Nc2nnc(C(F)F)s2)cs1	-5
O=C(O)c1cccnc1CN1CCN(c2ccccc2-c2ccccc2)CC1	-17
Cn1cc(NC(=O)CCOc2ccc(Cl)c(Cl)c2)cn1	-8
C=CCOC(=O)COc1cc2oc(=O)c3c(c2cc1Cl)CCC3	-7
CC(C)(C)OC(=O)NCCNC(=O)C1(c2ccc(Br)cc2)CC1	-5
CC(C)CS(=O)(=O)NC(=O)c1ccc2ccccc2n1	-2
Fc1ccc(N2CCC(CNCc3cccc4c3OCO4)C2)cc1F (centres undefined)	-4
COc1cc(N2CCCC2)c(OC)cc1CO	7
Cc1ccc(-n2ncc3c(=O)n(NC(=O)Cc4ccc(F)cc4)cnc32)cc1	-5
CN1C(=O)C2(CCC2)ON=C1c1cccc(Cl)c1	-7
Cc1ncsc1C(=O)N(c1ccc(F)cc1Cl)C(C)C	3
N#Cc1c(NC(=O)CC(=O)Nc2sc3c(c2C#N)CCCCC3)sc2c1CCCCC2	-3
COC(=O)[C@@H]1C[C@H](NC(=O)Cc2ccc(OC)c(C)c2)CN1C	-42
CCSc1nc(C)c(CC)c(=O)[nH]1	-9
S=c1[nH]nc(-c2ccncc2)n1C1CC1	-9
CC(C)(C)NC(=O)c1cnc(OCC(F)(F)F)c(Cl)c1	-3
COCOc1cccc(CN2CCC2(C)C(=O)Nc2cc(OC)ccc2OC)c1 (centres undefined)	-7
Cc1ccsc1/C=C/C1=CC(=C(C#N)C#N)CC(C)(C)C1	-1
CC1CCc2c(sc3c2c2nncn2c2nncn32)C1 (centres undefined)	7
NC(=O)NN=Cc1sc(N2CCCCC2)nc1-c1cccs1	-8
N#Cc1ccc(Cn2cc(-n3cccc3)cn2)cc1	1

Quoted at random: two records from the list.
SMILES	mcGAS RapidFire
Fc1ccc(N2CCC(CNCc3cccc4c3OCO4)C2)cc1F (centres undefined)	-4
N#Cc1c(NC(=O)CC(=O)Nc2sc3c(c2C#N)CCCCC3)sc2c1CCCCC2	-3

Exported with bars between the fields: 4 of the compounds above.
Structure | mcGAS RapidFire
Cc1ccc(-n2ncc3c(=O)n(NC(=O)Cc4ccc(F)cc4)cnc32)cc1 | -5
CN1C(=O)C2(CCC2)ON=C1c1cccc(Cl)c1 | -7
Cc1ncsc1C(=O)N(c1ccc(F)cc1Cl)C(C)C | 3
N#Cc1c(NC(=O)CC(=O)Nc2sc3c(c2C#N)CCCCC3)sc2c1CCCCC2 | -3

The list goes on:
SMILES	mcGAS RapidFire
CC=CC=CC(=O)Nc1ccc(OCC)c(S(=O)(=O)N2CCOCC2)c1	-9
O=S(=O)(N1CCOCC1)N1CCCCC1c1cccc(F)c1 (centres undefined)	-12
O=C(Nc1nn2cc(-c3ccc(Cl)cc3)nc2s1)C1CCCC1	-5
CCN(CC)CCNC(=O)c1n[nH]c(=O)c2ccccc12	-7
CN(C(N)=O)c1ccc(OCc2ccn(-c3ccc(F)cc3)n2)cc1	2
COCc1ncc(CN2CCN(C(=O)c3ccc(OC)cc3)CC2)cn1	-11
CCOc1nc(Cl)nc(N2CCOCC2)n1	-9
CC(=O)c1cccc(-c2cccc3[nH]ccc23)c1	-13
Cc1ccc(NC(=O)C2CC(=O)N(C3CC3)C2)cc1C(F)(F)F (centres undefined)	-12
CC1CCCC(NC(=O)c2ccc(S(=O)(=O)N(C)C(C)C)cc2)C1 (centres undefined)	5
COc1ccccc1-c1noc(CCC(=O)NC[C@H]2C[C@H]3C=C[C@H]2C32CC2)n1	-8
C=CCN(CC=C)C(=O)COC(=O)Cn1cc(Br)c(=O)[nH]c1=O	1
CNS(=O)(=O)c1ccc(Nc2ccc(F)cc2)c([N+](=O)[O-])c1	-5
COc1ccc(Br)c(NC(=O)c2cccc(Cl)c2)c1	-13
Cn1nnc2c(=O)n(CC(=O)NC(C)(C)C)cnc21	-2
CC(=O)Nc1ccccc1OCC(=O)NC(C)CCc1ccccc1 (centres undefined)	-5
COCC(C)(CNC(=O)c1occc1C)NC(=O)c1occc1C (centres undefined)	-44
CCC(N)CSc1ccc(C)c(C)c1 (centres undefined)	-6
Cc1cccnc1CC(C)N(C)C(=O)Cn1[nH]c(=O)ccc1=O (centres undefined)	6
COC(C)c1ccc(-c2cc(C(=O)O)cc(S(=O)(=O)N3CCCC3)c2)cc1 (centres undefined)	-4
CC(NC(=O)C1CCC(NC(=O)C2CCCC2)CC1)c1cccnc1 (centres undefined)	-20
Fc1ccccc1-c1noc(N2CCOCC2)c1CNCc1ccccc1	0
Cc1[nH]c2ccccc2c1C1CCN(C(=O)C(C)OCC2CCCO2)CC1 (centres undefined)	-48
Cc1ccccc1OCC(=O)Nc1cccc(N2C(=O)c3cccc([N+](=O)[O-])c3C2=O)c1	-10
CCOC(=O)CCc1c(C)nc2ccc(C)cn2c1=O	-6
O=C(Cn1cnc2c(nnn2Cc2ccc(F)cc2)c1=O)c1ccc(Cl)cc1	6
CCCc1n[nH]c(=O)n1Cc1ccccc1F	-22
Cc1nc2ccccc2nc1CN1CCC(n2nccc2NC(=O)C2CCCC2)CC1	-3
O=C(Nc1cnn(Cc2ccc(Cl)c(Cl)c2)c1)c1nc2ncccn2n1	-10
O=C(Nc1cc(-c2ccc(I)cc2)[nH]n1)C1CCOC1 (centres undefined)	1
COCCn1nc(C(=O)O)ccc1=O	-2
CCOc1ccc(-c2cccc3ccnn23)nn1	-18
COC(=O)[C@@H]1CCCN1Cc1cnc2c(-c3ccccc3)cnn2c1	-13
CC(C)NC(=O)CNC(=O)COC(=O)c1ccccc1NC(=O)c1ccco1	-1
O=C(NCc1ccc(C(F)(F)F)cc1)c1ccc(=O)[nH]c1	-5
CCN(Cc1nc(C(c2ccccc2)c2ccccc2)no1)CC1CCCO1 (centres undefined)	-9
CCC(C)n1c(C)c(C)n2c3c(=O)n(Cc4ccc(C)cc4)c(=O)n(C)c3nc12 (centres undefined)	-9
c1ccc(-c2cc(-c3nc(-c4cccnc4)no3)c3ccccc3n2)cc1	13
O=C(C1CCN(S(=O)(=O)N2CCCCC2)CC1)N1CCOCC1	-6
Cc1ccc(C=NN=C2NC(=O)C(CC(=O)O)S2)s1 (centres undefined)	-11
Cc1cc(C)n(-c2ccc(CC(=O)Nc3ccc(F)cc3)cc2)n1	-3
CCCc1cc(C(=O)N2CCc3cc(OC)c(OC)cc3C2)n[nH]1	-13
CCN1CCN(C(c2ccc(OC)cc2)c2c(O)cc(C)n(CCOC)c2=O)CC1 (centres undefined)	-8
CN(C)c1ccc(N2C(=O)CSC2=S)cc1	-8
COc1ccc(-c2ncnc3c(C)csc23)c(OC)c1	-30
CC1(C)[C@H]2CC=C(CN3CCC(CCC(=O)NCc4cccnc4)CC3)[C@@H]1C2	0
C=CCNS(=O)(=O)c1ccc(Br)cc1	-1
CC(=O)Nc1ccsc1C(=O)N1CCC(Cc2cccc(C(N)=O)c2)C1 (centres undefined)	1
CCN(CCc1nc2ccc(OC)cc2[nH]1)C(=O)c1cc(C)nc(C)n1	-18
CN(Cc1cccc(Cl)c1)C(=O)Cc1ccc(N2CCCC2=O)cc1	-5
Cc1ccnc(C(NCc2nc(-c3ccco3)no2)C2CC2)c1 (centres undefined)	-6
CC1(C(=O)NCCC(c2ccccc2)c2ccccc2)CCOCC1	-39
Cc1cc(NC(=O)Nc2ccc(Sc3ccccc3)cc2C)no1	7
CCNC(=O)C1(C)CCCN(Cc2cccc3c2OCO3)C1 (centres undefined)	-10
Cc1cnc(C(=O)N2CCc3c([nH]c4ccccc34)C2c2ccc(F)cc2)cn1 (centres undefined)	-7
Cc1c(C(=O)N2CCCC(c3ccn[nH]3)C2)nnn1Cc1ccccc1 (centres undefined)	-16
O=C(CC1CC2CCC1C2)NNC(=O)C1CC1 (centres undefined)	-8
CC(c1nc2ccccc2c(=O)[nH]1)N1CCN(S(=O)(=O)c2cccc(F)c2)CC1 (centres undefined)	-5
Cc1ccc(C(=O)NCCN2CCn3cc(OCc4ccccc4)c(=O)cc3C2=O)cc1C	-6
Cc1cccnc1C1=NOC(Cc2ccccc2)C(=O)N1Cc1ccc2c(c1)OCO2 (centres undefined)	-11

An excerpt; count on the stated rates, not on these rows.
